Source: PubChem (several laboratories)
NOD2 RIPK2 PPI – NOD2-RIPK2 binding disruptors in cells, primary screen, fluorescence, CHO cells, BLA complementation; Receptor-interacting serine/threonine-protein kinase 2 (Homo sapiens), O43353; CCF4 ratio; inhibition, % at 4.98 µM; actives 0.38% (n = 360,000); in the data active means inhibition above about 21%;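 further: 0% = vehicle only and 100% = reference blocker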
MC4R ag barr – MC4R agonists recruiting beta-arrestin, primary screen, cell-based, luminescence, agonist arm of biased-ligand search | U2OS MC4R beta-arrestin complementation; percent of melanotan II response, DMSO zero | activation, % at 8.9 µM | actives 0.98% (n = 360,000) | AID 540308, 2011;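 active means activation above a per-plate cutoff, the mean activation of sample wells on that plate plus 3 SD, cut at about 8% in these data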
Target sequence (P32245 whole entry, looked up): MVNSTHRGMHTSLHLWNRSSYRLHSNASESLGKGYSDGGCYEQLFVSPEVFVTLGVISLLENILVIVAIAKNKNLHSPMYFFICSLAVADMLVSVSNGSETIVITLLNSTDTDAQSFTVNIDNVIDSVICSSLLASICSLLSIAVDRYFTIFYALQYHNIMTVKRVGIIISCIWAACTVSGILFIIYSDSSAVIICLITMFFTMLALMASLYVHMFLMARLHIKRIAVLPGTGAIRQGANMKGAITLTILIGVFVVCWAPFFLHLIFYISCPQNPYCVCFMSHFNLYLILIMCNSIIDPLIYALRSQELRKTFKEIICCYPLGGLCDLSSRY
ABHD5-PLIN5 inh – ABHD5-PLIN5 interaction inhibitors, primary screen, cell lysate, split luciferase complementation, luminescence; actives 0.78% (n = 360,000); Perilipin-5 (Homo sapiens) + 1-acylglycerol-3-phosphate O-acyltransferase ABHD5 (Homo …; inhibition, % at 4 µM; Split G. princeps luciferase complementation, 4 h;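 active means inhibition above the mean inhibition across every tested compound plus 3 SD, cut at about 22% in these data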;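 further: 0% = DMSO only wells and the 100% control is not disclosed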
m5-HT2A agonist – mouse Htr2a agonists via beta-arrestin recruitment, primary screen, cell-based, luminescence; 5-hydroxytryptamine receptor 2A (Mus musculus), P35363; CHO-K1 mHTR2A beta-arrestin complementation; percent of 30 µM serotonin response; activation, % at 7.6 µM; actives 0.66% (n = 360,000);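 active means activation above a run cutoff, the mean activation of all tested compounds plus 3 SD, cut at about 14% in these data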;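 further: 0% = plate median of compound wells and 100% = 30 µM serotonin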
Target sequence (P35363 whole entry, looked up): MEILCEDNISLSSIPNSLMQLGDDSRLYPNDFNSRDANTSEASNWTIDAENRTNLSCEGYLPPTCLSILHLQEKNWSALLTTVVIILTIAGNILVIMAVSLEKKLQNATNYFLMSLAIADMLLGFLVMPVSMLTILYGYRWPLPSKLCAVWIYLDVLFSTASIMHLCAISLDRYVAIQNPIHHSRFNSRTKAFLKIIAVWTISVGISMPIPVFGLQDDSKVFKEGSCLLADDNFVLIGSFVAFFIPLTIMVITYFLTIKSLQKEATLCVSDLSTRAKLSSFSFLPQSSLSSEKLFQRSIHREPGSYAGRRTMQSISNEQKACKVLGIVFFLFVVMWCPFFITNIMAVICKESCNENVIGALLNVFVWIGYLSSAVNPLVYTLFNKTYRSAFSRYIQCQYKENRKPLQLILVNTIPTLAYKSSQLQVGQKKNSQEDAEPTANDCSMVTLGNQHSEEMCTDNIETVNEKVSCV
ABCB6 inh MLPCN – ABCB6 transporter inhibitors, primary screen, K562-ABCB6 cells, flow cytometry, MLPCN library | actives 0.19% (n = 360,000) | K562-ABCB6 porphyrin accumulation, 1 h; stronger effect = lower value | ATP-binding cassette sub-family B member 6 (Homo sapiens), Q9NP58 | fluorescence ratio to DMSO, % at 10 µM;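 active means fluorescence ratio to DMSO below 75%, the collection mean minus 3 SD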;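 further: signal is porphyrin accumulated inside mitochondria; 100% equals median channel fluorescence of DMSO control wells; lower ratio means ABCB6 inhibition with less porphyrin fluorescence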
SRC2 inh – inhibition of GAL4-SRC2 driven luciferase reporter, primary screen, SRC2 inhibitor project, cell-based, luminescence; HEK293 GAL4-SRC2 luciferase reporter; inhibition, % at 9 µM; actives 0.17% (n = 370,000); AID 651957, 2012;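 active means inhibition above the mean inhibition of all tested compounds plus 3 SD, set per campaign, cut at about 52% in these data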;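 further: 0% = DMSO treated cells and 100% = cells given Gossypol at 36 µM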
Glyco luc inh – increase of ERlucT glycosylation luciferase signal, primary screen, N-linked glycosylation inhibitor project, D54 ERlucT cells, luminescence, set 2 | AID 588692, 2011 | actives 0.23% (n = 360,000) | reporter increase, % at 12.5 µM | D54 ERlucT glycosylation luciferase reporter, 24 h; percent of 100 nM tunicamycin response;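 active means mean luciferase reporter signal, scaled so untreated is 0 and the glycosylation-blocking control 100, at or above a set limit in every replicate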;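 further: luciferase carries N-glycosylation sites so blocking glycosylation raises the light; 0% = median of neutral control wells and 100% = median of 100 nM tunicamycin wells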
TLR9-MyD88 block – inhibitors of TLR9-MyD88 association in cells, primary screen, cell-based, CHO, BLA complementation, fluorescence | actives 0.21% (n = 340,000) | inhibition, % at 4.98 µM | AID 504734, 2011 | CCF4 FRET ratio;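 active means inhibition above the mean over all tested compounds plus 3 SD, cut at about 21% in these data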;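 further: 0% = DMSO only wells and 100% = clavulanate BLA inhibitor control wells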
Cardio protect – cardioprotection against H2O2-induced cell death, primary screen, uHTS, H9c2 cells, ATPLite luminescence; H9c2 cardiomyocytes, H2O2 injury protection, 2 h; protection from H2O2 cell death, % at 20 µM; actives 0.63% (n = 360,000); AID 588492, 2011;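 active means compounds giving at least 50% protection of heart cells from peroxide-induced death in the single-dose screen, raw or plate-pattern-corrected value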;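 further: 0% = DMSO wells with peroxide and 100% = DMSO wells without peroxide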
MC4R antagonist – MC4R antagonists of cAMP signaling, primary screen, cell-based, TR-FRET, antagonist arm of biased-ligand search; Melanocortin receptor 4 (Homo sapiens), P32245; MC4R-expressing cells, MTII-stimulated cAMP, LANCE TR-FRET; inhibition, % at 6.5 µM; actives 0.48% (n = 360,000); AID 540295, 2011;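 active means inhibition above its plate's cutoff, the mean of tested wells on that plate plus 3 SD, cut at about 29% in these data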;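 further: 0% = Melanotan II alone and 100% = Melanotan II plus saturating MCL0020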
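Test system: U2OS cells stably expressing human melanocortin 4 receptor (MC4R); also added: Melanotan II challenge; compound: 6.5 µM single dose; timing: 30-min compound preincubation, 1-h Melanotan II challenge, 1-h detection, room temperature; signal: Eu-cAMP/anti-cAMP TR-FRET, emission 671 nm; repeats: one well per compound, no replicates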
Active calls of the source: *; / = not tested or not shown. An excerpt; the hit share may differ from the screen's.

Results follow in this order: MC4R ag barr	Cardio protect	NOD2 RIPK2 PPI	MC4R antagonist	TLR9-MyD88 block	Glyco luc inh	SRC2 inh	ABCB6 inh MLPCN	m5-HT2A agonist	ABHD5-PLIN5 inh
- O=C(C1CC(c2ccc(F)cc2)=NO1)N1CCN(Cc2ccccc2)CC1 (configuration not stated)
 : -1.0	-7	4	5	-18	-2	2	102	3	5
- O=C1CCC(=O)N1c1ccccc1
 : -0.8	1	-7	6	-2	-2	-5	100	-4	2
- N#C/C(=N/Nc1ccc([N+](=O)[O-])cc1)C(=N)N1CCCCC1
 : -5.0	-10	4	6	-6	-7	-43	103	-7	7
- NC(=O)c1ccccc1NC(=O)Cc1cccs1
 : 0.5	-3	-3	17	-14	3	-2	100	3	-2
- Cc1ccc(-n2[nH]c(C)c(/C=N/Nc3ccc([N+](=O)[O-])cc3[N+](=O)[O-])c2=O)cc1
 : -4.0	-24	2	6	3	-8	-16	91	-1	-1
- O=C(CCS(=O)(=O)c1ccc(Cl)cc1)N1CCN(S(=O)(=O)c2cccs2)CC1
 : 2.6	4	-9	13	-8	-3	6	96	3	8
- Cc1nc2sc3c(c2c(=O)o1)CC(C)(C)OC3
 : -0.2	6	4	0	0	-2	-35	101	-5	0
- Cc1ccc(C(=O)CSc2nnnn2Cc2ccccc2)cc1C
 : 4.0	3	-13	3	4	2	-1	104	0	-1
- COc1ccc(CCNC(=O)Nc2nc(C(N)C3CCCCC3)cs2)cc1OC (configuration not stated)
 : -3.1	20	-9	3	/	-3	1	93	-6	4
- CC(C)NC(=O)CC1OC(=O)c2ccccc21 (configuration not stated)
 : -1.1	1	-2	-3	2	1	5	89	5	-5
- Cc1nccc2oc(=O)c(NC(=O)c3ccc(Cl)cc3)cc12
 : -0.9	16	-6	21	-12	3	24	102	2	-5
- CC(C)OC(=O)[C@H]1[C@H](c2ccc(Cl)cc2)[C@@](C#N)(C(N)=O)[C@@H]2C=CC(C(N)=O)=CN21
 : -0.8	-6	-2	7	9	0	/	105	0	-5
- COc1cc(NC(=O)CSc2nnc3n2C(C)(C)Cc2ccccc2-3)cc(OC)c1
 : -0.5	3	-3	5	4	-2	-4	100	3	3
- CC(C)(C)C(=O)Nc1nc(=S)ss1
 : -2.7	-20	-9	3	-1	1	-6	90	-4	-18
- COc1ccccc1C(=O)NC(CCSC)C(=O)Nc1ccc(C)c(S(=O)(=O)N2CCOCC2)c1 (configuration not stated)
 : -2.4	1	1	10	1	-3	-18	98	-9	-16
- CCn1c(SCC(=O)Nc2cc(C)on2)nc2c1c(=O)n(C)c(=O)n2C
 : -0.4	6	-8	-4	5	-1	-19	97	1	10
- O=C1NCCCCC1NC1CC(=O)N(c2ccccc2)C1=O (configuration not stated)
 : -1.7	3	-6	16	5	0	-12	125	0	7
- COc1cccc(CN2CC(C(=O)NCc3cccc(N4CCCC4)c3)CCC2=O)c1 (configuration not stated)
 : 0.0	0	-3	-3	-3	3	-15	98	3	-8
- Nc1nc(SCC(=O)N2CCN(S(=O)(=O)c3ccc(Cl)cc3)CC2)n[nH]1
 : -3.5	-2	-2	11	-8	3	-23	109	-18	4
- CSc1ccccc1NC(=O)CN(C)C(=O)Cc1c(F)cccc1Cl
 : -1.8	1	-2	7	-2	-1	-6	94	-5	-5
- O=C(Nc1nc(-c2ccc(S(=O)(=O)N3CCCCCC3)cc2)cs1)c1ccccc1
 : -0.8	-2	2	8	-4	-9	16	89	4	-3
- COc1ccc(C)cc1NC(=O)C1C2C=CC(C2)C1C(=O)O (configuration not stated)
 : -1.6	8	-17	-1	10	0	20	97	-4	1
- O=c1[nH]c(N2CCN(Cc3ccccc3)CC2)nc2c1CCC2
 : -0.1	4	-20	17	/	-1	-22	107	0	0
- O=C(/C=C/Nc1ccccc1C(=O)O)c1cccs1
 : -1.6	-2	3	9	-2	-3	-22	96	-1	-6
- CN(C)C(CNC(=O)CCS(=O)(=O)c1ccccc1)c1ccccc1 (configuration not stated)
 : -1.6	0	-11	0	-5	-1	8	97	1	-2
- COCCCNC(=O)c1cc2c(=O)n3cccc(C)c3nc2s1
 : -3.1	5	-7	-1	1	4	-8	101	-6	4
- C=CCCCCCCCCC(=O)N1CCN(c2cc3c(cc2F)c(=O)c(C(=O)O)cn3CC)CC1
 : 0.0	-1	4	16	3	1	-15	99	0	-1
- CCOc1ccccc1N1C(=O)c2ccc(C(=O)O)cc2C1=O
 : 0.6	1	-8	14	3	3	-8	95	-4	1
- CN(C)c1ccc(CNC(=O)/C=C/[C@H]2O[C@@H](n3ccc(=O)[nH]c3=O)[C@H](O)[C@@H]2O)cc1
 : /	7	-13	/	/	1	-13	99	4	-8
- Cc1cc(N)n2nc(-c3ccccc3)cc2n1
 : 0.9	-27	-10	14	-8	-12	-52	102	2	-3
- COc1ccc(-c2ccc(OC)cc2)cc1
 : 0.9	-4	-1	1	9	2	-27	99	3	-2
- CC(C(=O)NCc1ccccc1)N(Cc1ccccc1Cl)C(=O)c1snc(C(N)=O)c1N (configuration not stated)
 : 0.5	10	8	6	-8	-3	-2	88	6	2
- O=C(/C=C/Nc1ccccc1)c1ccc(Oc2ncccn2)cc1
 : 4.5	-32	-13	5	7	-3	-25	103	-3	-4
- CC(C)(C)OC(=O)N1CCC(CC2CC(c3ccc(Cl)cc3)=NO2)(C(=O)NCC2CCCCC2)CC1 (configuration not stated)
 : -0.7	-11	5	16	3	-4	-35	96	-2	-7
- COc1cccc2c1CCC1=CC(=O)CCC12C (configuration not stated)
 : -0.1	-1	-17	-2	-5	-1	-6	100	6	4
- CCC(c1nnnn1CCOC)N1CCN(Cc2ccccc2OC)CC1 (configuration not stated)
 : -1.1	11	-9	-4	5	-2	-15	102	-3	-6
- C=CCc1ccc(O)c(-c2ccc(O)c(CC=C)c2)c1
 : 6.1	-10	-6	9	-2	-5	-7	96	1	-19
- O=C(Nc1ccccc1)C1=C[C@@H](c2ccc3c(c2)OCO3)C[C@@H](OCCCCO)O1
 : -1.0	0	3	9	2	0	-85	99	-2	4
- O=C(CSc1nc2ccccc2c(=O)n1-c1ccccc1F)Nc1ccc2c(c1)CCC2
 : -0.7	-3	9	-3	2	-5	-17	93	-10	-2
- Cc1nn(Cc2ccc(F)cc2Cl)c(C)c1[N+](=O)[O-]
 : -1.5	8	-7	1	-5	0	-38	96	3	5
- CCc1ccccc1NC(=O)CSc1ccsc1[N+](=O)[O-]
 : 0.6	2	-2	3	8	3	15	101	-3	2
- O=C1c2cccc3c([N+](=O)[O-])ccc(c23)C(=O)N1c1ccccn1
 : -2.4	-40	90*	-5	81*	9	-143	226	0	6
- COc1ccc(-c2nnn(CC(=O)N(CC(=O)NC3CCCC3)c3ccccc3F)n2)cc1OC
 : -0.6	10	3	5	-6	-1	-20	97	0	-3
- FC(F)(F)c1cc(NCc2cccs2)n2ncnc2n1
 : -1.8	-2	-12	-6	12	2	2	100	4	4
- C=CCNc1cnn(-c2ccc(C)cc2)c(=O)c1Cl
 : 0.6	9	-1	1	-1	-3	-39	98	1	0
- Cc1cc(C)cc(-n2cccc2/C=C2/C(=N)N3C(=NC2=O)SN=C3S(C)(=O)=O)c1
 : -0.2	2	-9	9	-3	4	-9	101	4	1
- O=C(NCCCc1ccccc1)c1cc([N+](=O)[O-])ccc1Cl
 : 1.8	-1	0	11	0	4	24	101	1	0
- COc1ccc(-c2nnc(SCC(=O)O)n2Cc2ccccc2)cc1
 : -0.6	1	1	2	6	1	13	100	4	-3
- CCCN(CC(=O)Nc1ccccc1OC)C(=O)CN1C(=O)NC(C)(C)C1=O
 : -0.4	2	-3	4	3	2	-5	96	1	0
- CC1CCC(NC(=O)CN2C(=O)NC3(CCCCCC3)C2=O)CC1 (configuration not stated)
 : -4.4	2	-4	8	0	2	-3	101	5	-4

Later entries.
Results follow in this order: MC4R ag barr	Cardio protect	NOD2 RIPK2 PPI	MC4R antagonist	TLR9-MyD88 block	Glyco luc inh	SRC2 inh	ABCB6 inh MLPCN	m5-HT2A agonist	ABHD5-PLIN5 inh
- CC(C)CN(C(=O)CCC(=O)OCC(=O)c1ccc(F)c(F)c1)c1c(N)n(CC(C)C)c(=O)[nH]c1=O
 : -2.6	-7	3	5	0	-1	-33	91	-2	-8
- COc1ccc(Cl)cc1NC(=O)CC1S/C(=N/N=C2CCCCCC2)NC1=O (configuration not stated)
 : -0.3	5	-4	7	3	1	-17	99	-1	5
- COC(=O)[C@@]1(Cc2ccc(F)cc2)[C@H]2c3cc(C(=O)N(C)C)n(CCCNc4ncc(C(F)(F)F)cc4Cl)c3C[C@H]2CN1C(=O)c1ccccc1
 : /	/	-7	/	/	/	22	128	-2	25*
- CCCn1c(SCC(=O)NC2CCCC2)nc2c1c(=O)n(C)c(=O)n2C
 : 1.7	-4	-16	0	-1	1	-30	102	2	-1
- CC(NC(=O)Nc1ccc(Cl)cc1)C1CCCO1 (configuration not stated)
 : -2.3	-7	2	8	-10	3	-16	108	0	3
- O=C(NNC1=C(C(=O)C(F)(F)F)CCC1)c1ccccc1Cl
 : -2.4	15	2	9	-5	6	-26	100	2	4
- Cc1cccc(OCc2nnc(SCC(=O)Nc3cccc(C(=O)N4CCOCC4)c3)n2C)c1
 : -1.3	4	-10	8	5	0	15	102	-1	3
- CN(C)/C=N/C(=S)Nc1ccccc1F
 : -0.3	-7	-1	1	-9	2	3	105	2	-2
- COc1ccc(C(=O)NCc2nnc(SCC(=O)N3CCc4ccccc43)o2)cc1OC
 : -0.4	-4	-5	-5	-6	0	-57	101	1	0
- CC#CCOCC1CN(C)C(=O)O1 (configuration not stated)
 : -1.3	3	-2	1	5	0	-8	105	2	5
- OCC1OC(n2cnc3c(NC4CCCCC4)ncnc32)C(O)C1O (configuration not stated)
 : 3.0	-2	-2	7	8	0	-29	93	11	4
- Cc1ccnc2nc(C(=O)NCc3cccs3)nn12
 : 0.4	0	1	11	1	5	-2	99	-2	1
- CC(=O)CC(=O)Nc1ncccn1
 : -1.0	2	-3	5	-5	1	6	98	5	1
